Screening data deposited in PubChem BioAssay by National Center for Advancing Translational Sciences (NCATS).
KB-V1 MDR tox = KB-V1 MDR subline cytotoxicity | 3.4% of 400,000 active | KB-V1 MDR cells viability, CellTiter-Glo, 72 h | Potency, µM (titrated, usually from 46.1 µM), for the others: at the highest dose activity change, negative = cytotoxicity, actives largely listed as cytotoxic; also: potency is read from the fitted curve at half-maximal effect; % is scaled to controls: 0 for no effect and ±100 for the full control effect; nearly all actives have a fitted effect of over 60% in size
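Following 72 h at 37 degrees C with compound, KB-V1 cell viability was read by CellTiter-Glo luminescence, medium being phenol-red-free DMEM plus 10% FBS; concentration-response parameters came from normalized, curve-fitted qHTS data.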
MCF10A rereplic = DNA re-replication induction in MCF 10a cells; MCF 10A DNA re-replication, Hoechst nuclear intensity, 48 h; Potency, µM (top dose mostly 46.1 µM), for inactives: at the highest dose activity, positive = re-replication, actives largely listed as activators; 2.9% of 350,000 active; AID 624296; also: potency is read from the fitted curve at half-maximal effect; % of control where 0% means no effect; nearly all actives have a fitted effect of over 50% in size
HT1080 IDH1KD tx = kills HT-1080 cells with IDH1 knockdown; HT-1080 IDH1 knockdown viability, ATP luminescence, 48 h; Potency, µM (titrated, usually from 46.1 µM), for inactives: at the highest dose activity, negative = toxicity, actives largely listed as cytotoxic; 2% of 360,000 active; AID 686971;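 also: potency is read from the fitted curve at half-maximal effect; 0% = DMSO wells and -100% = cell-free medium wells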
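% activity derives from luminescence (CellTiter-Glo), normalised to DMSO and no-cell wells. HT-1080-IDH1KD cells, 750/well, had 48 h compound exposure at 37 °C.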
KB-3-1 cytotox = KB-3-1 parental cell cytotoxicity | KB-3-1 viability, CellTiter-Glo ATP luminescence, 72 h | Potency, µM (doses to about 46.1 µM), for the others: at the top dose activity change, negative = cytotoxic, hits mostly cytotoxic | 1.4% of 400,000 active | AID 1347075; also: potency is read from the fitted curve at half-maximal effect; % is scaled to controls: 0 for no effect and ±100 for the full control effect; nearly all actives have a fitted effect of over 60% in size
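Here the drug-naive KB-3-1 line serves as comparator for MDR sub-line selectivity; cells received compound titrations, 72 h at 37 °C, then CellTiter-Glo readout.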
DRD3 agonist = D3 dopamine receptor (human) agonism. AID 652048. 0.58% of 410,000 active. P35462. D3R DiscoveRx beta-arrestin cells, luminescence, 90 min. max activation, %; in the data active = max activation above about 30%; also: 0% is about no effect; mostly tested at two doses, the higher about 12 µM
Target sequence (P35462 whole entry, looked up): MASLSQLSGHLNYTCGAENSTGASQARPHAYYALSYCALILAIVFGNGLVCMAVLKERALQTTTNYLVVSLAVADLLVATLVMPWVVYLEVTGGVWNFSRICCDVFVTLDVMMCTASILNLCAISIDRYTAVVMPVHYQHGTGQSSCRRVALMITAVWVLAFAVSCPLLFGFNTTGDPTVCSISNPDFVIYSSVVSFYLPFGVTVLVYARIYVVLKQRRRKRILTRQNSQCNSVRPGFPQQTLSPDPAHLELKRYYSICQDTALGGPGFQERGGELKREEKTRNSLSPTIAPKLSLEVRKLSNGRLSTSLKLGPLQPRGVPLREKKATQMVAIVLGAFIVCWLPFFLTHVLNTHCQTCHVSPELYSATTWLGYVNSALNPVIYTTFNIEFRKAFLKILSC
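Agonist-mode cell screen: cells plated at 1500/well and incubated overnight at 37 °C, then exposed to library compounds for 90 min at 37 °C. Detection reagent was added for 30–60 min at room temperature, and luminescence was read.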
IL1B secr inh = inflammasome signaling inhibition, IL-1 beta readout. THP-1 LPS/ATP IL-1B secretion, AlphaLISA, 16 h; active compounds read low. activity change, % at 57.5 µM. 4.7% of 360,000 active; in the data active = activity change below about -50%; inconclusive = mostly about -30% to -49%; also: % is scaled to controls: 0 for no effect and ±100 for the full control effect
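THP-1 cells pretreated 1 hr with compounds (up to 57.5 uM final), then stimulated with LPS (250 ng/mL final) plus ATP (1.25 mM final); secreted IL-1B measured by AlphaLISA after 16 hr, decreased signal indicating inhibition.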
HEK293 tox = cytotoxic in the GLP-1 receptor inverse agonist counter-screen | HEK293 cAMP-luciferase reporter cells, luminescence, 24 h | Potency, µM (series often up to 38.3 µM), for inactives: at the top dose activity change, negative = inhibition, hits mostly inhibitors | 0.13% of 410,000 active | AID 624418;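 also: loss of luciferase light is scored as toxicity; potency is read from the fitted curve at half-maximal effect; % is scaled to controls: 0 for no effect and ±100 for the full control effect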
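1536-well qHTS counterscreen of the MLSMR; 200 cells/uL, 12 h pre-incubation, 23 nL cpd, 24 h at 37 deg C 5% CO2, luciferase detection reagent, 12 min RT, luminescence. Inhibition = undesired.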
HT1080-NT tox = kills 2HG-producing HT-1080-NT fibrosarcoma cells. HT-1080-NT fibrosarcoma viability, CellTiter-Glo ATP luminescence, 48 h. Potency, µM (titrated, usually from 46.1 µM), inactives show at the highest dose activity, negative = less viability, actives largely listed as cytotoxic. 1.6% of 360,000 active;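 also: NT is the 2HG producing partner of a matched IDH1 knockdown line; potency is read from the fitted curve at half-maximal effect; 0% = DMSO-treated cells and -100% = media-only wells without cells; nearly all actives have a fitted effect of over 55% in size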
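Compounds were tested in concentration-response format on HT-1080-NT cells for 48 hours at 37 degrees C. Cell viability came from CellTiter-Glo luminescence; curves were classified by r2, response magnitude and activity.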
SW480 rereplic = inducers of DNA re-replication in SW480 colon cancer cells. SW480 DNA re-replication, Hoechst DNA content imaging, 48 h. Potency, µM (titrated, usually from 46.1 µM), inactives show at the highest dose re-replication activation, actives largely listed as activators. 1.8% of 340,000 active; also: potency is read from the fitted curve at half-maximal effect; % of control where 0% means no effect; nearly all actives have a fitted effect of over 55% in size
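Quantitative HTS format with DMSO vehicle controls; 48 hr drug incubation at 37 C, then 40 min Hoechst staining and scanning imager measurement at 405 nm excitation.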
Starred values were filed as active, the others as inactive; u = inconclusive; x = no result given; [ ] = dose if it differs, or a comment. Unless noted, calls follow the shape of the dose curve; as a rule, active = well fitted curve in the direction sought with a large enough effect; inconclusive = small, poorly fitted or top-dose-only effect, or another doubt; inactive = no such curve, though single readings can be large; an effect the other way counts as inactive or inconclusive.

1	O=C(NCC1CCCO1)C1CCCN1C(=O)Nc1ccc(Cl)c(Cl)c1 (stereo not drawn)
2	CC1CN(CC(O)COC(c2ccccc2)c2ccccc2)CC(C)O1 (stereo not drawn)
3	COc1ccc(N2CCN(C(=O)CCC(=O)N3CCOc4ccc(C)cc43)CC2)cc1
4	Cc1ccccc1CNC(=O)Nc1cccs1
5	COc1ccc(NC(=O)Cn2c(=O)n(CC3CCCO3)c(=O)c3ccccc32)cc1 (stereo not drawn)
6	O=S1(=O)N=C(N/N=C/C=C/c2ccccc2)c2ccccc21
7	CC(C)NC(=O)CN(Cc1ccc(F)cc1)C(=O)CCC(=O)Nc1ccccn1
8	Cc1cccc(NC(=S)N(CCN(C)C)Cc2cc3cccc(C)c3[nH]c2=O)c1

Compound	1	2	3	4	5	6	7	8
IL1B secr inh	2	-1	-21	-2	x	-4	7	u
KB-3-1 cytotox	13%	0%	u	-3%	9%	0%	11%	3%
SW480 rereplic	-6%	u	2%	1%[9.22 µM]	x	x	1%	u
HT1080 IDH1KD tx	5%	10%	-10%	5%	x	-12%	0%	-9%
HT1080-NT tox	14%	-2%	-21%	7%	x	-8%	3%	-14%
KB-V1 MDR tox	13%	21µM*	-10%	0%	-13%	-18%	5%	16µM*
DRD3 agonist	-3	-9	0	1	10	-5	1	-3
MCF10A rereplic	2%	u	11%	1%	x	0%	-2%	3%
HEK293 tox	0%	1%	2%	-2%	-9%	9%	11%	-16%

9	COc1ccc2c(c1)[C@H]1[C@H](CO2)[C@H](c2ccccc2)[C@]2(C)C(=O)Nc3cc(OC)c(OC)cc3C(=O)N12
10	COc1cc(NC(=S)Nc2ccccn2)cc(OC)c1OC
11	COc1ccc(OCCN(C)Cc2ccccc2)cc1
12	O=C1NCC(Nc2ccc(Cl)cc2)C(=O)N1 (stereo not drawn)
13	Cc1ccc(NC(=O)COC(=O)CN2CCSC2=O)cc1Cl
14	CCOC(=O)Cc1ccc(NC(=O)N2CCSc3ccccc32)cc1
15	COc1ccc(C2=NN(c3ccc(C=O)cc3)C(c3ccccc3)C2)cc1 (stereo not drawn)
16	COc1ccc(S(=O)(=O)N2CCC(C(=O)NC(C)c3ccccc3)CC2)cc1 (stereo not drawn)

Compound	9	10	11	12	13	14	15	16
IL1B secr inh	-5	-6	-10	13	8	x	-18	x
KB-3-1 cytotox	u	-6%	5%	9%	1%	-1%	-19%	20%
SW480 rereplic	u	-15%	3%	0%	x	x	u	x
HT1080 IDH1KD tx	u	0%	1%	-9%	3%	x	u	x
HT1080-NT tox	-8%	-2%	-1%	8%	0%	x	u	x
KB-V1 MDR tox	u	u	-39%	10%	14%	7%	-6%	3%
DRD3 agonist	2	-2	-6	10	4	-3	4	2
MCF10A rereplic	u	u	-3%	-1%	x	x	u	x
HEK293 tox	-5%	u	3%	7%	-5%	1%	408%[activator]	-14%

17	O=C(O)Cc1ccc(N=Nc2c(O)c(C(=O)O)cc3ccccc23)cc1
18	COc1ccc2c(c1)CCCC21NC(=O)N(CC(=O)c2cc(F)ccc2F)C1=O (stereo not drawn)
19	O=C(Nc1ccon1)c1cnc2sccn2c1=O
20	COc1ccc(-c2csc3nc(C)n(-n4cccc4)c(=O)c23)cc1OC
21	O=C(CSCc1ccc(Cl)cc1)NN=C1CCCCCC1
22	Cn1c(Cc2nc3ccccc3n2C)nc2ccccc21
23	C/C(=N\NC(=O)C1CCCC1)c1ccc(Cl)cc1
24	O=C(Nc1nnc(Cc2ccc(Cl)cc2)s1)C1CCCO1 (stereo not drawn)

Compound	17	18	19	20	21	22	23	24
IL1B secr inh	21	-14	0	21	1	0	u	-12
KB-3-1 cytotox	-8%	1%	16%	3%	7%	23%	1%	-14%
SW480 rereplic	-4%	-1%	-4%	3%	-1%	-1%	7%	2%
HT1080 IDH1KD tx	11%	-4%	3%	-14%	10%	16%	0%	10%
HT1080-NT tox	9%	-8%	10%	-5%	7%	0%	-4%	-1%
KB-V1 MDR tox	12%	u	3%	u	-10%	u	11%	-7%
DRD3 agonist	2	2	-7	2	2	0	1	-11
MCF10A rereplic	-5%	10%	5%	2%	3%	-1%	1%	-1%
HEK293 tox	-24%	4%	-4%	1%	2%	-4%	0%	-1%

25	COc1ccc(NC(=O)CCNS(=O)(=O)c2ccc(C)c(C)c2)cc1OC
26	CC1CCN(c2ccc3nnc(CCC(=O)Nc4ccc(F)c(F)c4)n3n2)CC1
27	CCOc1ccccc1N(CC(=O)NC(C)(C)C)C(=O)CCC(=O)Nc1nccs1
28	CCN(Cc1cc(=O)[nH]c2ccccc12)C(=O)C(C)C
29	CCN(CC)S(=O)(=O)c1ccc(C(=O)NC(=S)N2CCCCC2C)cc1 (stereo not drawn)
30	Cc1cccc(Cn2c(=O)n(-c3ccccc3C)c(=O)c3c2c2cc(C)ccc2n3C)c1
31	COc1ccc(-c2cc(C(=O)O)sc2C)cc1
32	CNC(=O)N(O)C1N(/N=C/c2ccc(SC)cc2)C(=S)SC1(C)C (stereo not drawn)

Compound	25	26	27	28	29	30	31	32
IL1B secr inh	17	-11	-6	30	-5	x	-1	12
KB-3-1 cytotox	-5%	-16%	1%	-2%	-4%	-3%	10%	3%
SW480 rereplic	-10%	-13%	u	-89%	x	x	6%	-8%
HT1080 IDH1KD tx	0%	5%	10%	10%	1%	x	6%	-9%
HT1080-NT tox	-2%	9%	2%	-14%	-11%	x	4%	-4%
KB-V1 MDR tox	-17%	11%	-1%	2%	-20%	0%	3%	-2%
DRD3 agonist	-4	-1	-2	-1	-7	5	3	3
MCF10A rereplic	15%	0%	4%	-35%[inhibitor]	x	x	13%	-6%
HEK293 tox	1%	7%	6%	-9%	-3%	-7%	2%	-10%

33	CC1CC(C)(C)NC(C)c2ccccc21 (stereo not drawn)
34	O=C(Nc1nccc(-c2cccs2)n1)c1cccs1
35	NC(=O)CC(NC(=O)Cc1ccc(Br)cc1)c1ccc(N2CCN(c3ccccc3)CC2)c([N+](=O)[O-])c1 (stereo not drawn)
36	COc1ccc2c(c1)c(=O)c(C(=O)c1ccc(C)c(C)c1)cn2CC(=O)Nc1ccc2c(c1)OCCO2
37	Cc1[nH]nc(C(F)(F)F)c1CCC(=O)NC1CCCCCC1
38	Cc1c(Cl)cccc1NC(=S)N(Cc1cccnc1)Cc1ccccc1Cl
39	CC(C)(C)NC(=O)/C(=C\c1ccccc1F)NC(=O)c1ccc([N+](=O)[O-])cc1
40	O=C(NC(=S)Nc1ccc(S(=O)(=O)Nc2nccs2)cc1)C1CC1

Compound	33	34	35	36	37	38	39	40
IL1B secr inh	-10	u	20	x	-4	-9	5	-25
KB-3-1 cytotox	-18%	0%	-28%	7%	14%	-12%	6%	-8%
SW480 rereplic	-5%	21%	4%[9.22 µM]	x	-7%	3%	-4%	-8%
HT1080 IDH1KD tx	10%	-23%	-24%	x	-6%	-27%	-8%	10%
HT1080-NT tox	13%	-12%	-29%	x	-3%	0%	0%	0%
KB-V1 MDR tox	0%	u	0%	u	14%	u	-6%	0%
DRD3 agonist	0	-3	-22	3	6	-8	1	-3
MCF10A rereplic	20%	19%	-31%[inhibitor]	x	-4%	9%	-6%	-2%
HEK293 tox	15%	3%	-25%	-4%	3%	-25%	7%	-7%

41	CCCCC(=O)Nc1ccc(C(=O)N2CCC(C(=O)OCC)CC2)cc1
42	COc1cccc(C(=O)OCC(=O)Nc2cc(C)c(C)cc2[N+](=O)[O-])c1
43	O=C(Nc1ccc(N=Nc2ccccc2)cc1)c1cccc(Cl)c1
44	COc1ccc(/C=N/NC(=O)COc2cccc3cccnc23)cc1OC
45	N=c1n(CCN2CCCCC2)c2ccccc2n1CC(O)c1cccc(Br)c1 (stereo not drawn)
46	Cc1ncc([N+](=O)[O-])n1CC(=O)NC1CCCCCC1
47	NC(=O)c1ccc(NC(=O)Cc2csc(-c3ccccc3)n2)cc1

Compound	41	42	43	44	45	46	47
IL1B secr inh	4	10	0	-19	-6	-14	17
KB-3-1 cytotox	7%	-11%	-14%	u	u	-12%	0%
SW480 rereplic	-13%	u	17%	-5%	u	-8%	-7%
HT1080 IDH1KD tx	-1%	16%	0%	1%	u	4%	11%
HT1080-NT tox	2%	25%	-1%	2%	23µM*	-1%	0%
KB-V1 MDR tox	-8%	2%	-23%	-14%	u	3%	12%
DRD3 agonist	-2	-17	5	7	-20	3	2
MCF10A rereplic	6%	8%	19%	11%	u	0%	1%
HEK293 tox	-11%	-7%	1%	-10%	u	2%	0%

Part of the list above, as tab-separated lines:
cpd	structure	IL1B secr inh	KB-3-1 cytotox	SW480 rereplic	HT1080 IDH1KD tx	HT1080-NT tox	KB-V1 MDR tox	DRD3 agonist	MCF10A rereplic	HEK293 tox
41	CCCCC(=O)Nc1ccc(C(=O)N2CCC(C(=O)OCC)CC2)cc1	4	7%	-13%	-1%	2%	-8%	-2	6%	-11%
42	COc1cccc(C(=O)OCC(=O)Nc2cc(C)c(C)cc2[N+](=O)[O-])c1	10	-11%	u	16%	25%	2%	-17	8%	-7%
43	O=C(Nc1ccc(N=Nc2ccccc2)cc1)c1cccc(Cl)c1	0	-14%	17%	0%	-1%	-23%	5	19%	1%
44	COc1ccc(/C=N/NC(=O)COc2cccc3cccnc23)cc1OC	-19	u	-5%	1%	2%	-14%	7	11%	-10%
